HSF1 activator = HSF-1 activators, primary screen, NIH3T3-HGL cells, MG132 stress, luminescence, single point | NIH3T3-HGL HSF-1 luciferase reporter, 8 h; 100% = twice DMSO control signal | activation, % at 9 µM | 300,000 tested, 1.7% active | AID 504408, 2011;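 active means mean replicate activation of at least 50% with a set share of replicates each reaching 50%; inconclusive means only one of those two conditions met; inactive means mean below 50% and too few replicates reaching it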;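 further: 0% = median of the neutral control wells and 100% = twice that signal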
aSyn UTR inh = MLPCN primary screen, SNCA 5' untranslated region; alpha-synuclein 5'UTR reporter, inhibitor activity; inhibition, % (tested at 7.5 µM); 300,000 tested, 0.82% active; AID 1813, 2009; in the data active means inhibition above about 60%; inconclusive means no clear call, values can overlap the other calls;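 further: H4 neuroglioblastoma cells stably carrying SNCA 5'UTR luciferase fusion; 0% = DMSO wells and 100% = positive control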
HDAC3 inhib = HDAC3 deacetylase inhibitors, primary screen, biochemical, fluorescence, cell-free homogeneous; 320,000 tested, 0.15% active; Histone deacetylase 3 (Homo sapiens), O15379; recombinant HDAC3, fluorogenic peptide/trypsin coupled; AID 2718, 2010; inhibition, % at 8.3 µM; in the data active means inhibition above about 26%, passing the limit was not always enough; inconclusive means no clear call, values can overlap the other calls
Target sequence (O15379 whole entry, looked up): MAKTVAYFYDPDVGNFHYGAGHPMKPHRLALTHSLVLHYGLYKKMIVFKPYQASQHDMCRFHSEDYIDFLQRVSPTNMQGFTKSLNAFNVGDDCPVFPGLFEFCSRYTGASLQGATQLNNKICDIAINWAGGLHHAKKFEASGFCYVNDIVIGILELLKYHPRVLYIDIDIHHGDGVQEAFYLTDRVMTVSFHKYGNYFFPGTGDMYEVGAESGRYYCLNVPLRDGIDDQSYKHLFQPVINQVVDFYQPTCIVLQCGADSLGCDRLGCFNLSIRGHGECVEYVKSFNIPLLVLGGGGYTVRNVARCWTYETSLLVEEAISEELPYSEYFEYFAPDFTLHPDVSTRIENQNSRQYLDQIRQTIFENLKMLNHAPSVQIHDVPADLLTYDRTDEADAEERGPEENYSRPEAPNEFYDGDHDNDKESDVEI
HSP90 inh = HSP90 inhibitors, primary screen, cell lysate, luminescence | Heat shock protein HSP 90 (rabbit reticulocyte lysate; luciferase refolding) | Rabbit reticulocyte lysate, luciferase refolding luminescence, 3 h | inhibition, % at 5.6 µM | 290,000 tested, 0.91% active | AID 1789, 2009;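 active means inhibition above the screen-wide mean plus 3 SD, computed separately per campaign, cut at about 16% in these data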;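 further: 0% = DMSO wells and 100% = 60 µM geldanamycin wells; inhibitors lower the luminescence because luciferase stays unfolded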
IEC-6 cytotox = cytotoxicity in IEC-6 intestinal epithelial cells, primary screen, cytotoxicity control for KLF5 inhibitor project, cell-based, luminescence; inhibition, % at 5 µM; AID 1825, 2009; IEC-6 cytotoxicity, luminescence viability; 290,000 tested, 0.78% active; in the data active means inhibition above about 22%;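 further: 0% = plate median of test compound wells and 100% = cytotoxic reference compound wells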
AI-2 QS modul = Vibrio harveyi AI-2 quorum sensing modulators, primary screen, JMH597 strain, luminescence/OD600 ratio; activity change, % at 7.5 µM; Vibrio harveyi JMH597 AI-2 luminescence/OD600 ratio, 9 h; hits give low values; strain lacks LuxN and CqsS sensors; 0 = neutral-control median; 300,000 tested, 0.4% active; in the data active means activity change below about -75%, passing the limit was not always enough; inconclusive means no clear call, values can overlap the other calls;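 further: luminescence divided by OD600 gain over 9 h not by final OD600 alone; inactives centre near 13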
HSF1 inh = HSF1 inhibitors in luciferase reporter cells, primary screen, cell-based, NIH3T3, luminescence; NIH3T3-HGL HSE-luciferase, MG132-induced, luminescence 8 h; hits give low values; activity change, negative = inhibition, % at 7.5 µM (by protocol); 300,000 tested, 0.77% active; AID 2098, 2009;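 active means more than half of replicate wells show activity change below -50%, luminescence cut by over half; inconclusive means some wells, but at most half, below -50%; inactive means no replicate well below -50%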;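 further: luciferase reports HSF-1 transcriptional activity via heat shock element; 0% = median of DMSO wells and -100% = zero luminescence signal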
HIF act = HIF pathway transcriptional activators, primary screen, cell-based, U2OS HRE-luciferase, luminescence | U2OS HRE-luciferase reporter; normalized: DMSO 0%, desferrioxamine 100% | activation, % at 7.5 µM (by protocol) | 300,000 tested, 0.32% active | AID 1910, 2009;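 active means mean activation of at least 10% of the iron chelator positive control signal, with at least half of replicates also reaching 10%; inconclusive means mean and replicate majority disagree about reaching 10%; inactive means mean and most replicates under 10%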
KLF5 inhibitor = KLF5 expression inhibitors, primary screen, DLD-1 cells, luminescence. DLD-1 KLF5 promoter-luciferase reporter. inhibition, % at 5 µM. 290,000 tested, 0.23% active;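 active means inhibition above a per-plate limit of that plate's mean compound inhibition plus 3 SD, cut at about 60% in these data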;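 further: 0% = DMSO wells and 100% = LY294002 at 200 µM; higher means less KLF5 promoter-driven luciferase light; inactives centre near -14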
Platelet DG rel = inhibitors of platelet dense granule secretion, primary screen, cell-based, MLPCN, human platelets. human platelet-rich plasma, SFLLRN dense granule ATP release, luminescence. 300,000 tested, 0.22% active. inhibition, %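 (compounds screened at 7.5 µM in platelet-rich plasma)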. AID 1663, 2009;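 active means mean replicate score, as percent of positive control, at or above 50; inconclusive means mean below 50 but at least one replicate at or above 50; inactive means mean and every replicate below 50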
* marks the source's active call; other numbers are inactive results; ? = inconclusive; . = not tested or not shown.

molecule	HSF1 activator	aSyn UTR inh	HDAC3 inhib	HSP90 inh	IEC-6 cytotox	AI-2 QS modul	HSF1 inh	HIF act	KLF5 inhibitor	Platelet DG rel
CC(C)(C)c1ccc(C2=CC(c3ccccc3)n3ncnc3N2)cc1 (centres undefined)	1	-58	-18	.	.	18	-5	0.3	.	-5
CCN(Cc1ccccc1)C(=O)c1cccc(S(=O)(=O)N2CCN(c3ccc(F)cc3)CC2)c1	20	10	-10	.	.	11	9	0.0	.	-4
Cc1cc2ccccn2c1C(=O)c1cccc([N+](=O)[O-])c1	-1	16	-10	2	6	18	2	-1.0	-6	3
CCCCN1C(=O)Cc2c1nc(N)c1c(N)nc(N(CCC)CCC)c(C#N)c21	2	?	-2	0	-5	15	-6	-0.5	-12	-1
O=C(CN1CCN(Cc2ccc(F)cc2Cl)C1=O)NCCCN1CCOCC1	-38	4	-2	-2	-1	33	-27	-0.3	-3	5
COc1ccc(N2CC(C)Cn3c2nc2c3c(=O)n(Cc3ccc(C)cc3)c(=O)n2C)c(OC)c1 (centres undefined)	11	23	.	0	-1	26	7	0.0	-23	12
Cc1ccc(C(=O)c2oc3nc(C)cc(C)c3c2N)cc1	2	-12	0	-1	1	2	-7	0.5	-1	4
Cc1ccc(CCNC(=O)C2CCN(S(=O)(=O)c3ccc4c(c3)NC(=O)C(C)S4)CC2)cc1 (centres undefined)	15	27	-2	3	-2	29	7	-0.8	4	0
COc1ccc(-c2csc(-n3ncc(-c4cccs4)c3N)n2)cc1	4	-17	-6	0	10	7	0	-1.5	-6	11
CC1CCN(Cc2nc(-c3ccccc3)no2)CC1	26	-190	-4	1	-1	-18	16	1.9	-5	4
O=C(CCSc1nnc(-c2ccco2)o1)N1CCOCC1	-21	-4	-2	-9	-3	24	-1	-0.1	-41	6
COc1ccccc1CNC(=O)CSc1nnc2ccc(-c3cccnc3)nn12	-14	-15	-5	-1	-5	17	-8	0.0	-2	1
Cn1c(=O)n(C)c2cc([N+](=O)[O-])c(N3CCN(C(=O)c4ccccc4Br)CC3)cc21	-5	-4	2	2	4	18	-11	0.0	-13	11
Nc1nonc1C(=O)N/N=C/c1cc2c(cc1[N+](=O)[O-])OCO2	-9	-16	-2	3	-10	20	1	-0.2	-20	16
Cc1ccc(C)c(Cn2nnc3c(=O)[nH]c(C4CCN(C(=O)c5ccco5)CC4)nc32)c1	8	13	-2	3	-3	.	9	-14	-26	2
Cc1cc(Br)ccc1OCC(=O)NNC(=O)c1cnccn1	11	3	3	2	6	61	-4	-0.4	8	-12
CCOC(=O)C(C)Sc1ncnc2c1c(-c1ccccc1)cn2-c1ccc(OC)cc1 (centres undefined)	10	9	1	-1	-5	16	2	-0.1	-13	9
Cc1cc(C)nc(NC(=S)Nc2cccc(F)c2)c1	26	-59	-4	0	1	22	14	3.8	-35	-1
CCNc1nc(NC(C)C)nc(OCCOC(=O)Nc2ccccc2)n1	-8	13	2	1	0	4	1	1.7	-17	-2
COc1ccccc1Nc1nc(-c2sc(NC(=O)c3ccc([N+](=O)[O-])cc3)nc2C)cs1	-37	-15	4	72*	10	14	-38	-0.2	-63	-3
Cc1cc(C)c2c(NC(=S)Nc3ccccc3)n[nH]c2n1	21	-24	2	7	4	2	11	1.8	-12	-4
CC(C)CC(=O)N/N=C/c1c(N)n(C)c(=O)n(C)c1=O	-22	-8	4	1	5	3	-8	-0.7	-8	-1
CN1CCN(CC(=O)Nc2ccc(Cl)cc2Cl)CC1	.	-3	16	-3	3	-1	.	0.1	-3	-10
COc1cc(NC(=O)CSc2ccc(-c3ccccn3)nn2)cc(OC)c1	3	49	-6	1	5	3	3	9.0	2	6
Cc1c(Br)c([N+](=O)[O-])nn1CC(=O)NCc1cccnc1	3	-13	0	4	9	-3	2	.	8	-13
CCOC(=O)C(=NCC1CCCO1)NNc1cc(Cl)ccc1Cl (centres undefined)	-8	-3	3	-4	-1	2	-9	-0.1	4	5
COc1cc(/C=C2/C(=O)NN(c3ccc(F)cc3)C2=O)cc([N+](=O)[O-])c1O	14	-4	17	-5	-5	32	2	-0.1	-25	-2
Cc1cc(-c2csc(NC(=O)c3ccc(C#N)cc3)n2)c(C)n1Cc1ccco1	7	16	5	5	8	7	-6	-0.2	-11	16
CCOC(=O)c1ccc(NC(=O)CSc2nc3c(c(=O)n2CC)SC(C)C3)cc1 (centres undefined)	-14	23	.	-4	-6	30	4	-0.2	-4	6
CCOC(=O)C1=C(C)NC(=O)NC1c1ccco1 (centres undefined)	.	.	1	8	4	.	.	.	-35	.
O=C1CCC/C(=N\NC(=O)c2ccc(COc3ccccc3-c3ccccc3)cc2)C1	72*	-71	.	-1	0	14	31	1.5	-25	-1
CCn1c(-c2ccc(C)cc2)nn(CC(=O)NCCc2ccccc2)c1=S	10	10	1	3	-7	22	2	-0.7	-23	-16
COc1ccc(C(C)=O)cc1CSc1nnc(Nc2ccccc2)s1	1	12	.	2	1	27	4	-0.6	5	-11
CC1(C)CC2CC(C)(CN2C(=O)COC(=O)c2cc(Cl)cc(Cl)c2N)C1 (centres undefined)	15	-12	-14	1	-4	4	6	-0.2	-26	13
COc1ccc(N2CCN(C(=O)COC(=O)c3ccco3)CC2)cc1	-3	-3	-7	-3	-2	4	-2	-0.4	-16	-31
COc1ccc(/C=C2\SC(=S)N(CCC(=O)Nc3ccc(C(=O)O)cc3)C2=O)cc1	-15	-5	6	-4	-7	11	-8	0.5	-16	-12
O=C(CCNC(=O)c1ccc(Br)cc1)NCCCc1ccccc1	2	-9	6	.	.	6	3	0.6	.	9
O=S(=O)(NCCc1csc(-c2cccnc2)n1)c1cccc(F)c1	5	14	9	-1	2	7	4	0.1	-22	-6
COc1ccc(OC)c([C@@H]2OCCC=C[C@H]2C)c1	11	-5	1	4	-2	8	0	-0.1	-14	-2
COc1ccc2c(CCNC(=O)Nc3ccccc3)c[nH]c2c1	-6	14	-2	4	-1	15	8	-0.1	0	3
Cc1nn(Cc2c(F)c(F)c(F)c(F)c2F)c(C)c1NC(=O)c1ccc(COc2ccccc2Cl)o1	20	25	16	2	2	29	7	-1.0	-24	2
C/C(=N\Nc1ccc(Cl)cc1)c1ccncc1	-16	-22	4	-3	-3	17	-5	0.4	-26	-3
CN(CC(=O)N1CCN(c2ccc(F)cc2)CC1)S(=O)(=O)c1ccc(F)cc1	-2	7	5	-1	1	18	4	0.0	-32	1
O=c1[nH]c(C2CCN(S(=O)(=O)c3ccc4c(c3)OCCO4)CC2)nc2c1nnn2Cc1ccccc1F	8	53	-1	10	-6	10	1	-0.1	-23	-16
Cc1cc(C)c(NC(=O)c2ccc(CNS(=O)(=O)c3cc(C(F)(F)F)ccc3Cl)cc2)c(C)c1	-1	-23	12	10	6	32	-6	-0.6	13	4
Cc1cc(C)c2[nH]c(=O)c(CN(Cc3cccs3)C(=S)NCc3ccco3)cc2c1	8	-34	-1	1	3	16	16	2.0	-7	9
CCN1CCN(c2ccc(S(=O)(=O)N3CCCCC3)cc2NC(=O)COc2cc(C)ccc2Cl)CC1	12	-12	24	.	.	35	5	-1.9	.	-3
COC(=O)c1cc2c(ccn2C)n1C	-12	-17	-6	0	-1	10	-1	1.6	-19	-6
CCOc1cc(CN2CCN(C(=O)c3ccco3)CC2)ccc1OC	-1	5	-1	6	6	2	0	3.3	-4	14
O=C(Nc1ccccc1)c1c(F)c(F)c(F)c(F)c1F	-10	-1	2	4	1	16	-9	0.4	-26	-4
O=C(NCc1cccc(F)c1)c1ccc2nc(N3CCOCC3)sc2c1	14	11	-4	3	8	1	1	0.1	-50	23
COC(=O)[C@H](Cc1ccccc1)NC(=O)NC(C)CCc1ccccc1 (some centres undefined)	9	-9	-5	0	0	1	-6	-0.1	-26	0
O=C(Nc1ccc(F)cc1)C1CC(=O)n2ncnc2N1 (centres undefined)	-1	-3	-1	-3	0	-7	-10	-0.3	2	11
COc1ccc2oc(C(=O)OCC(=O)N3CCC(C)CC3)c(C)c2c1	8	0	-15	-3	-4	18	0	0.3	-25	-7
CCCC1=[N+](CC)CCn2c(C)ccc21	.	13	-3	-1	-4	11	.	-0.5	-55	-2
C(=C\c1cccc2ccccc12)/c1nnc(-c2cccs2)o1	-3	-69	-2	-2	-2	15	3	.	-5	-9
O=C(c1cc2cc(Cl)ccc2oc1=O)N1CCOCC1	-4	8	5	-4	2	-11	-6	0.6	-32	-9
C=CCn1c(C(CCCC)CC(O)COCC(C)C)n[nH]c1=S (centres undefined)	1	13	9	2	-2	10	-1	-0.1	-28	-6
COC(CNC(=O)c1cc(Sc2nnc(C)s2)nc2ccccc12)OC	8	-27	3	-3	10	18	-3	-0.3	1	-2
CCC(CO)Nc1ncnc2c1cnn2-c1ccc(Cl)cc1 (centres undefined)	-54	-6	-8	27*	-3	28	?	1.6	-114	-5

(continued)
molecule	HSF1 activator	aSyn UTR inh	HDAC3 inhib	HSP90 inh	IEC-6 cytotox	AI-2 QS modul	HSF1 inh	HIF act	KLF5 inhibitor	Platelet DG rel
Cc1cc(C)c(S(=O)(=O)Nc2cccnc2)c(C)c1	22	6	-10	2	0	24	-3	0.2	-17	9
O=S(=O)(/N=C(/Nc1ccc(Cl)c(S(=O)(=O)Nc2ccccc2Cl)c1)c1ccc(F)cc1)c1ccccc1	-5	32	11	-3	-9	56	9	-0.3	-13	3
O=C(O)c1cc([N+](=O)[O-])c(NCCC2=CCCCC2)c([N+](=O)[O-])c1	59*	-8	0	4	-10	22	20	-0.1	-23	-2
O=C(Nc1cccnc1)c1cccc(F)c1	-4	-4	2	-1	0	-2	-8	0.4	-4	-11
Cc1onc(-c2ccccc2)c1C(=O)NNC(=O)c1ccccc1O	8	-50	-1	.	.	-3	-3	0.4	.	-4
Cc1nn(C)c(Cl)c1C(=O)NCC(=O)NCc1ccccc1	-6	30	1	1	-8	.	-4	0.0	2	6
Cc1ccccc1C(=O)Nc1nnc(CC(=O)N/N=C/c2ccco2)s1	-85	9	0	6	1	18	-80*	0.3	-3	3
CCOC(=O)Cn1nc(C)n(-c2ccc(C(C)C)cc2)c1=O	6	5	2	0	3	10	5	-0.3	5	-2
CC(=O)C(Cc1ccccc1)NC(=O)COC(=O)CCN1C(=O)C2CC=CCC2C1=O (centres undefined)	15	-1	-14	.	.	12	7	-0.1	.	1
Cc1ccc(S(=O)(=O)/C(=C/Cl)NC(=O)c2ccccc2)cc1	91*	-56	-1	8	9	16	62	-0.3	-22	7

Screening data: PubChem BioAssay, several laboratories
